# Screens deposited in PubChem by several laboratories.
# Efflux pump inh: inhibitors of Candida antifungal efflux pumps expressed in yeast | inhibition, % at 10 µM | S. cerevisiae Candida pump triplex, Nile Red efflux | 330,000 tested, 0.44% active;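 active means plate passing quality check with inhibition over a set limit, or well fluorescence over plate mean plus 4 SD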;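 further: Nile Red retained in pooled yeast measured as flow cytometry median fluorescence; 0% = buffer negative control and 100% = Enniatin B positive control; higher means more Nile Red kept so more efflux inhibition; some compounds called inactive have numbers as strong as hits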
# CR mimetic SO: yeast age-related superoxide inhibition as caloric restriction mimetic; S. cerevisiae aged cells, superoxide DHE fluorescence; stronger effect = lower value; superoxide response (% of plate mean), % at 10 µM; 330,000 tested, 0.18% active;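 active means superoxide response under a set limit, about three screen SD below normal, cut at about 65% in these data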;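 further: yeast aged for seven days with compound at 30 °C before DHE staining; 100% = average MFI of all compound-treated wells on the plate with controls excluded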
# LAP4-GFP MLPCN: modulators of TOR pathway LAP4-GFP in S. cerevisiae. GFP response vs DMSO, % at 10 µM. S. cerevisiae LAP4-GFP multiplex, flow cytometry GFP, 3 h; median GFP as percent of DMSO wells. AID 2023. 320,000 tested, 0.34% active;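 active means GFP response vs DMSO above a set limit, about the screen mean plus 3 SD, cut at about 150% in these data; inconclusive means under 70 cell events counted for the yeast strain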
# AHR activator: activators of human aryl hydrocarbon receptor; P35869; AHR-responsive luciferase reporter cells, luminescence; activation, % at 5 µM; 320,000 tested, 2.5% active; AID 2796; in the data active means activation above about 47%;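 further: 0% = vehicle wells and 100% = reference agonist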
# Target sequence (P35869 whole entry, looked up): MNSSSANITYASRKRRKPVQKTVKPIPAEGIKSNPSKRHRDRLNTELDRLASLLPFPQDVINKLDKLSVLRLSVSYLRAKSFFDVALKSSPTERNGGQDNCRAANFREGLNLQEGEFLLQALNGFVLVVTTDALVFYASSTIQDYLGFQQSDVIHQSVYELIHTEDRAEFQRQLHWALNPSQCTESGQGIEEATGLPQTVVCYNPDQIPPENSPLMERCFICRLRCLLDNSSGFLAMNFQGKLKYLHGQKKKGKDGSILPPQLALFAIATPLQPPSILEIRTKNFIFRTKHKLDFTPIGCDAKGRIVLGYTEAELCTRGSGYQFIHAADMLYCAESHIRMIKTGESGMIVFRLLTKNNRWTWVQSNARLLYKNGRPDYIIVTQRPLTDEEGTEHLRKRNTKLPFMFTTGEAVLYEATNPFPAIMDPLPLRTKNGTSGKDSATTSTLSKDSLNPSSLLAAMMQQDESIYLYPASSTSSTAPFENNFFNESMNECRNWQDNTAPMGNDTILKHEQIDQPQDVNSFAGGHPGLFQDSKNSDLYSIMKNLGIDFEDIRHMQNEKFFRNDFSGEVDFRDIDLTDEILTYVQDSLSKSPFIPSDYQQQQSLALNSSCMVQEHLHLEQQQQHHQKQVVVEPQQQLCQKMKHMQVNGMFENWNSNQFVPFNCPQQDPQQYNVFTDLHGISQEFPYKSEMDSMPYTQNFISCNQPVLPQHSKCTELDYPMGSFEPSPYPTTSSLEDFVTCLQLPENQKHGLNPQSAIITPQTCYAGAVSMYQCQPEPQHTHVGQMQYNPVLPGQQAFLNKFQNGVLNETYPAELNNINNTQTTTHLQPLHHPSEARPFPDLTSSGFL
# RPL19A TOR yeast: alters RPL19A-GFP fluorescence in TOR pathway yeast screen; S. cerevisiae RPL19A-GFP strain, flow cytometry, 3 h; stronger effect = lower value; percent response vs DMSO, % at 10 µM; 330,000 tested, 0.3% active; AID 2025;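 active means percent response vs DMSO below 50%; inconclusive means fewer than 70 events counted for the yeast strain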;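 further: median channel GFP fluorescence of the barcoded RPL19A-GFP strain; ratio of sample median GFP to plate DMSO average so 100% = DMSO; lower means less RPL19A-GFP as with rapamycin TOR inhibition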
# MEP2 TOR yeast: alters MEP2-GFP fluorescence in TOR pathway yeast screen; S. cerevisiae MEP2-GFP strain, flow cytometry GFP, 3 h; 100% = DMSO control level; GFP response vs DMSO, % at 10 µM; 330,000 tested, 0.51% active;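 active means GFP response versus DMSO above a set limit, roughly screen mean plus 3 SD, cut at about 180% in these data; inconclusive means fewer than 70 cells counted for a yeast strain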;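 further: median GFP fluorescence of the barcode-gated MEP2-GFP cells per well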
# AGP1-GFP MLPCN: modulators of TOR pathway AGP1-GFP in S. cerevisiae. S. cerevisiae AGP1-GFP multiplex flow cytometry, 3 h; GFP as percent of DMSO wells. 320,000 tested, 0.02% active. AID 2066. GFP response vs DMSO, % at 10 µM;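 active means GFP response relative to DMSO above a set limit, near screen average plus 3 SD, cut at about 150% in these data; inconclusive means fewer than 70 cells counted for the yeast strain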;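 further: median GFP channel fluorescence of the gated AGP1 strain per well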
# CIT2 TOR yeast: alters CIT2-GFP fluorescence in TOR pathway yeast screen | GFP response vs DMSO, % at 10 µM | AID 2029 | S. cerevisiae CIT2-GFP strain, flow cytometry, 3 h; 100 means same as DMSO wells | 320,000 tested, 0.065% active;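 active means GFP response relative to DMSO above a set limit, near the screen mean plus 3 SD, cut at about 150% in these data; inconclusive means Fewer than 70 cells measured for a yeast strain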;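 further: ratio of well median GFP fluorescence to mean of DMSO wells on the plate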
# * marks the source's active call; other numbers are inactive results; ? = inconclusive; · = no result given; [ ] = dose if it differs, or a comment.
structure	Efflux pump inh	CR mimetic SO	LAP4-GFP MLPCN	AHR activator	RPL19A TOR yeast	MEP2 TOR yeast	AGP1-GFP MLPCN	CIT2 TOR yeast
O=C(CCC(=O)c1ccc(F)cc1)Nc1cccnc1	0.1	94	93	10	93	87	94	98
COc1ccc(NC(=O)c2cc(OC)c(OC)c(OC)c2)cc1S(=O)(=O)N1CCCCC1	0.1	93	102	4	98	106	115	111
O=c1nc2ccccc2c2n1CC(CN1CCN(c3ccccc3F)CC1)N2 (stereo not drawn)	-0.1	91	100	0	102	110	102	109
CCC1(C(=O)c2ccccc2)C2c3cc(Br)ccc3OC(=O)C21C(=O)N1CCOCC1 (stereo not drawn)	0.1	102	101	1	100	100	102	106
CCc1nc(SCC(=O)N2CCC(C)CC2)c2c(=O)n(C)c(=O)n(C)c2n1	-0.1	86	114	1	96	117	92	94
CC(=O)N1c2ccccc2N(Cc2ccc(C)cc2C)C(=O)C1(C)C	-0.2	97	111	-2	101	104	101	97
CCn1nc(C)cc1C(=O)N(C)C1CCCN(Cc2ccccc2F)C1 (stereo not drawn)	0.1	92	109	1	96	100	99	100
CCOC(=O)C1=C(COC(=O)/C=C/c2ccccc2F)NC(=O)NC1C (stereo not drawn)	0.0	97	118	-1	106	105	109	105
O=C(Nc1cccc(Cl)c1)Nc1cccc(Cl)c1	0.0	108	93	4	93	94	89	91
CCOc1ccccc1N1CCN(CC(O)COC2CCCc3ccccc32)CC1 (stereo not drawn)	0.1	106	91	0	96	110	94	99
O=C(/C=C/c1cc([N+](=O)[O-])ccc1OC(F)F)NCc1ccc(Cl)cc1	0.0	97	104	5	95	100	99	96
O=c1[nH]c(=O)n(Cc2ccccc2)c2nc(-c3ccco3)cc(C(F)(F)F)c12	0.1	97	97	4	94	103	101	101
N/C(=N\OS(=O)(=O)c1cc(Cl)ccc1Cl)c1ccncc1	0.1	109	94	-1	100	90	98	106
CCc1ccc(NC(=O)COC(=O)/C=C/c2c(C)nn(C3CCS(=O)(=O)C3)c2Cl)cc1 (stereo not drawn)	0.0	105	112	0	98	96	108	83
O=C(Nc1cccc(Cl)c1)Nc1ccc2c(c1)OCO2	-0.1	100	89	29	96	95	91	101
C=CCn1c(C)c(C(=O)OCC)c2cc(O)c3ccccc3c21	0.0	97	92[may fluoresce violet]	·	106[may fluoresce violet]	115[may fluoresce violet]	49[may fluoresce violet]	?
CC(=O)Nc1cccc(-n2nnc(SCC(=O)N(C)c3ccccc3)n2)c1	0.1	104	120	0	103	109	111	98
Cc1cc2c(cc(C(=O)N3CCC(C(=O)NC4CCCC4)CC3)n2Cc2c(F)cccc2Cl)o1	0.1	89	107	-2	105	99	98	95
CNC(=O)CSc1nnc(-c2ccccn2)n1Cc1ccco1	0.1	109	100	1	96	98	103	94
C=CCNC(=O)CCCOc1cc(C)ccc1C	0.0	125	106	4	95	100	99	93
COCCNC(=S)N(CCc1c(C)[nH]c2ccc(OC)cc12)Cc1ccco1	0.0	96	106	36	108	111	109	113
CCCOc1ccc(C(=O)CCC(=O)NNC(=O)c2ccncc2)cc1	-0.6	92	68	4	97	85	76	87
CCC(C)NC(=O)/C=C/c1cccs1 (stereo not drawn)	0.0	101	100	3	97	93	97	87
O=C(CCN1CCc2ccccc21)c1ccc2c(c1)OCCO2	0.0	88	106	3	95	98	94	98
O=C(Cn1cc(C(=O)C2CC2)c2ccccc21)NCC1CCCO1 (stereo not drawn)	0.0	80	97	4	97	106	101	101

# Additional records:
structure	Efflux pump inh	CR mimetic SO	LAP4-GFP MLPCN	AHR activator	RPL19A TOR yeast	MEP2 TOR yeast	AGP1-GFP MLPCN	CIT2 TOR yeast
CCOC(=O)C(C)n1cnc2c(nnn2-c2cccc(Cl)c2)c1=O (stereo not drawn)	0.0	66	101	-2	91	96	93	97
COc1ccccc1C(=O)N/C(=C/c1ccc(Br)cc1)C(=O)NCCO	-0.1	103	95	3	99	95	105	105
Cc1ccc(C(C)C)c(OCc2n[nH]c(=S)o2)c1	0.0	111	91	4	106	104	98	109
CN(C(=O)CSc1nnc(COc2ccccc2F)n1N)C1CCS(=O)(=O)C1 (stereo not drawn)	-0.1	106	104	33	102	113	109	111
Cc1nc(SCC(=O)Nc2ccc(Cl)cc2[N+](=O)[O-])nc(C)c1C	0.1	111	108	4	100	101	97	88
CC(=O)NC(=S)Nc1cccc2c(C)cc(C)nc12	-0.1	81	100	22	101	109	95	97
CC(C)[C@H](NC(=O)c1ccc(Cl)cc1)C(=O)OCC(=O)N1CCN(c2ccccc2)CC1	0.0	96	95	-1	97	100	96	103
COc1ccccc1NC(=S)NC(=O)c1ccc(-c2ccc(Cl)cc2)o1	0.0	91	97	10	97	97	98	·
CCN(CC(=O)N1CCN(c2ccccc2)CC1)S(=O)(=O)c1ccc(C)cc1	0.4	105	110	-2	108	108	104	108
CCc1ccc(/C=C2\SC(=S)N(CCCC(=O)Nc3nccs3)C2=O)cc1	-0.1	116	95	-4	106	106	105	106
CC(C)c1ccc(S(=O)(=O)N2CCN(C(=O)Cc3ccsc3)CC2)cc1	0.0	105	110	7	108	99	114	107
Cc1ccccc1CCN(C(=O)Cn1nnc2ccccc21)C(C(=O)NCC1CCCO1)c1nc2ccccc2n1C (stereo not drawn)	0.2	107	105	-2	95	94	124	83
Cc1ccc(NC=C(S(=O)(=O)c2ccccc2)S(=O)(=O)c2ccccc2)cc1	-0.8	100	96	5	105	99	98	103
Cc1ccc(-c2nn(-c3ccccn3)c(=O)c3ccccc23)cc1C	-0.1	94	106	14	96	91	104	110
CCOC(=O)N1CCC(c2cc(=O)n3[nH]c(C)c(-c4ccc(F)cc4)c3n2)CC1	0.1	103	91	1	101	87	105	87
CCN(CC)S(=O)(=O)c1ccc(NC(=O)COC(=O)CNS(=O)(=O)/C=C/c2ccccc2)cc1	-0.1	88	90	1	101	88	95	98
O=C(CNS(=O)(=O)c1ccccc1)NCC(=O)OCc1ccc(Cl)cc1	0.1	98	103	-1	100	105	112	97
O=C(O)c1ccc(CNc2ccccc2C(=O)O)cc1	0.3	97	94	7	94	100	96	89
COc1cc(/C=N/NC(=O)c2nc(C)cc(C)n2)ccc1O	0.0	92	84	7	95	97	94	110
COc1ccc(CCNC(=O)CN(C)S(=O)(=O)c2ccc(Br)s2)cc1OC	0.1	97	99	3	105	106	104	104
COc1ccc(S(=O)(=O)N2CCCCCC2)cc1NC(=O)c1ccccc1	0.1	99	90	3	112	105	96	·
CCS(=O)(=O)c1cc([N+](=O)[O-])c(Sc2ccccc2NC(C)=O)s1	0.1	115	105	13	92	92	99	90
CC1CN(C(=S)Nc2cccc(Cl)c2Cl)CC(C)O1 (stereo not drawn)	-0.2	83	70	5	108	102	99	92
CCCc1cc(=O)[nH]c(SCC(=O)Nc2ccc(C)cc2)n1	0.0	97	103	1	92	102	92	92
O=C(Nc1ccccc1)OC1CCS(=O)(=O)C1 (stereo not drawn)	0.2	117	99	2	110	106	101	104

# Going on with the list:
structure	Efflux pump inh	CR mimetic SO	LAP4-GFP MLPCN	AHR activator	RPL19A TOR yeast	MEP2 TOR yeast	AGP1-GFP MLPCN	CIT2 TOR yeast
CCOc1cc(/C=N/Nc2nc(-c3cccs3)c(NC(C)=O)s2)ccc1O	-0.1	110	93	19	97	88	93	100
CN(CCC#N)C(=O)CSc1nnc(-c2ccco2)n1N	-0.5	89	99	1	93	90	100	94
CC(C)CC1NC(=O)N(Cc2nc3ccccc3s2)C1=O (stereo not drawn)	0.0	105	107	13	98	107	101	103
COc1ccc(/C=N/Nc2nncn2N)cc1Br	0.3	101	101	88*	105	115	99	99
O=C(CC12CC3CC(CC(C3)C1)C2)Nc1ccc(C(=O)O)cc1	-0.1	104	98	0	82	85	72	73
Cc1cc(N2CCN(C3CCCCC3)CC2)nc2cccc(O)c12	0.3	108	109	-3	101	99	98	98
O=C(Nc1ccc(Cl)cc1)Nc1nc(-c2ccccc2)cs1	0.2	91	101	12	98	95	94	90
O=C(CCSc1ccccc1)N1CCOCC1	0.0	102	111	16	101	100	103	91
CCc1nc(SCc2ccc(C(=O)OC)o2)c2c(=O)n(C)c(=O)n(C)c2n1	0.1	118	108	1	99	94	103	106
Cc1ccccc1NC(=O)c1sc2nc3c(c(-c4ccco4)c2c1N)CCCC3	-0.2	107	94	-8	96	100	96	96
CN=C(Nc1cc(C)nn1-c1ccccc1)c1ccccc1	0.0	102	100	1	98	100	98	99
c1ccc(-c2cc3c(N4CCOCC4)ncnc3s2)cc1	0.0	103	103	22	101	97	81	96
COc1ccc(CCC(=O)NNC(=O)Nc2ccc(C(C)C)cc2)cc1	0.0	101	82	·	122	102	89	88
Cc1ccc2sc(N3CCN(CCNC(=O)c4ccco4)CC3)nc2c1C	0.1	99	95	2	86	94	86	75
CCOc1ccc(-c2csc(NC(=O)c3cccc(N4C(=O)CCC4=O)c3)n2)cc1	-0.1	100	97	-2	97	99	97	100
O=C(CN1C(=O)CCC1=O)Nc1ccc(Cc2ccc(NC(=O)CN3C(=O)CCC3=O)cc2)cc1	0.0	91	91	3	97	96	91	94
Cc1cccc(-c2c3c(=O)n(C)c(=O)n(C)c3c3cccnn23)c1	-0.1	84	100	60*	96	99	93	92
O=C(COC(=O)c1ccc(OC(F)F)cc1)NCCCN1CCCC1=O	0.1	94	106	0	104	107	106	111
COc1ccc(C2=CSC3=NNC4(CCCCC4)NN23)cc1	0.2	80	86	39	102	99	92	92
CCC(C)NC(=O)COC(=O)c1oc2ccccc2c1CSc1ccc(Cl)cc1 (stereo not drawn)	0.0	86	103	4	109	107	106	110
Cc1ccc(NC(=O)/C(=C/c2cccc(Br)c2)NC(=O)c2ccco2)cc1	-0.1	97	113	6	108	113	103	100
CCOC(=O)N1CCC(NC(=O)C2CCCN2C(=O)OCc2ccccc2)CC1 (stereo not drawn)	-0.1	109	98	0	104	103	97	101
COC(=O)c1c(C)nc2ccccc2c1-c1ccccc1	0.1	111	113	1	101	107	81	84
CCCC1CCC(=NNC(=O)CNc2ccc(OC)cc2)CC1 (stereo not drawn)	0.0	100	94	6	95	93	99	103
CC(C)C(=O)Nc1ccc(NC(=O)c2cccc3c(Br)cccc23)cc1	0.2	96	101	·	100	105	96	94

# (more compounds)
structure	Efflux pump inh	CR mimetic SO	LAP4-GFP MLPCN	AHR activator	RPL19A TOR yeast	MEP2 TOR yeast	AGP1-GFP MLPCN	CIT2 TOR yeast
CC(CCc1ccccc1)NC(=O)C(=O)N1CCOCC1 (stereo not drawn)	0.0	95	97	0	99	107	98	109
COC(=O)c1ccc(NC(=O)CCn2cccc2)cc1	0.0	98	103	0	98	100	98	103
CC(C)c1nnc(SCC(=O)N2CCN(C(=O)c3ccco3)CC2)n1N	-0.1	94	101	-3	95	108	103	100
Cc1cccc(Nc2ncccc2C(=O)O)c1C	0.0	100	106	4	97	89	87	82
Cc1sc2nc(CN3CCCCC3)nc(Nc3ccc4c(c3)OCCO4)c2c1C	0.1	90	110	9	102	102	110	96
CCCCN1CNC(=S)N(c2cc(C)ccc2C)C1	0.1	89	97	-1	99	114	104	103
CC(C)Cc1nnc(NC(=O)CCC(=O)NC2CCCC2)s1	0.2	89	100	0	97	109	106	104
